Bioassay records from PubChem BioAssay.
mcGAS RapidFire: inhibitors of mouse cGAS | Q8C6L5 | recombinant mouse cGAS, cGAMP by RapidFire MS | inhibition, % at 12.5 µM | 130,000 compounds, 0.18% hits | AID 1259397;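 active = inhibition of cGAS enzyme activity at or above 60%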;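 also: enzyme stimulated by 45 bp dsDNA with ATP and GTP substrates; cGAMP share of summed cGAMP plus half ATP and half GTP signals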
Target sequence (Q8C6L5 whole entry, looked up): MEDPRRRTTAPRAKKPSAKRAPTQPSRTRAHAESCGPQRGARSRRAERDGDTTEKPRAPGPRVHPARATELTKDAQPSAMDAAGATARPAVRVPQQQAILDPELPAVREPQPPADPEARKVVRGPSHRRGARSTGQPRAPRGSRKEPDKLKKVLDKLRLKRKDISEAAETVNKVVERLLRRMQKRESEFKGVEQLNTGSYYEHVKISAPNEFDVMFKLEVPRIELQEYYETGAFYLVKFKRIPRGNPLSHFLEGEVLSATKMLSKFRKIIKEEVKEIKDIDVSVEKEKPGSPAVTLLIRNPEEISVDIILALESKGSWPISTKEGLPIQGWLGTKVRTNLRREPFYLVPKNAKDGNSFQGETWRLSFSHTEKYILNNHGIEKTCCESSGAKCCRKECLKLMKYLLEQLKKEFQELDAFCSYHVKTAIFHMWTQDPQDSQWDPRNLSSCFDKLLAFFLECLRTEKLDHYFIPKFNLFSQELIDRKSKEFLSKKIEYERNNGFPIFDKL
* marks the source's active call; other numbers are inactive results; & = joins results of further samples. Only part of the results is shown. The share of hits here may be higher or lower than overall.

SMILES	mcGAS RapidFire
Cc1cc(C)c[n+](CC(=O)c2ccccc2)c1	-18
CC(C)N=c1cc2n(-c3ccc(Cl)cc3)c3ccccc3nc-2cc1Nc1ccc(Cl)cc1	6&7
CC(=O)N1N=C(N)SC1C (stereo not given)	-7
CSc1ccccc1NC(=O)c1cccc2cccnc12	-1
COCC(C)n1cc(C(=O)c2cc(Cl)ccc2O)cc(C#N)c1=O (stereo not given)	0
O=C(Nc1ccc(Cl)cc1)N1CCN(C(=O)c2ccoc2)CC1	-5
CCc1nnc(NC(=O)CCCN2C(=O)NC3(CCCC3)C2=O)s1	2
CCc1[nH]ncc1C(=O)NCc1cccnc1N1CCN(c2ccccn2)CC1	-16
Cc1ccsc1C(=O)N1CC[C@@H](N2CCN(c3ccccc3F)CC2)[C@H](O)C1	-6
COCCCn1c(C)cn2c3c(=O)n(CC(=O)OCc4ccccc4)c(=O)n(C)c3nc12	-5
CC(=O)N1CCc2c(sc(NC(=O)c3nc4ccccc4s3)c2-c2nc3ccccc3s2)C1	-3
O=c1[nH]nc(SC2c3ccccc3-c3ccccc32)n1C1CC1	-23
CCC(CO)NCc1ccc(-c2ccc(F)c(Cl)c2)o1 (stereo not given)	-3
CN1CCN(S(=O)(=O)c2ccc(N(C)CC3COc4ccccc4O3)nc2)CC1 (stereo not given)	-24
CCN(CC(=O)NCc1cccs1)c1ncnc2sc(C)c(C)c12	-4
Cc1c(C(=O)NCc2ccc(C#N)cc2)sc(=O)n1Cc1ccccc1C#N	-6
COC(=O)C(NC(=O)c1cc(OC)ccc1OC)c1ccc(Br)cc1 (stereo not given)	6
O=C(O)C1CC2CCCC(C1)C2=O (stereo not given)	-6
CCOc1ccc(C(=O)N(C(=O)c2ccc(OCC)cc2)c2ncccc2C)cc1	-4
Cc1ccc(C(N)=S)c(C)c1	-2
COc1ccc(N2C(=O)CN(C(=O)CSc3nc(C)cs3)CC2(C)C)cc1	-13
CCOC(=O)N1CCN(CC(=O)c2c(C)[nH]c3ccccc23)CC1	-5
O=C(Nc1ccc(N2CCOCC2)nc1)N1CCCC1CN1CCCC1CO (stereo not given)	-5
CC(C)(C)C(=O)NCCNC(=O)c1nonc1N	-4&5
O=C(CSc1nnc(-c2ccccc2F)n1C1CC1)N1CCCC1	-3

Following part
SMILES	mcGAS RapidFire
CNC(=S)N1CCN(C(=S)c2ccc(N(C)C)cc2)CC1	-7
Cc1nn(C)cc1-c1ccnc(NCc2cn3cccc(C)c3n2)n1	-6
O=C1CC2(CCN(Cc3cc4n(n3)CCNC4)C2)Oc2ccccc21 (stereo not given)	-21
COc1cc(N=C(C)c2c(C)[nH]n(-c3nc4ccccc4s3)c2=O)cc(OC)c1	-27
CC(Cc1ccc2c(c1)OCO2)c1nccn1CCc1cccnc1 (stereo not given)	-3
Cc1nc2ncccc2cc1C(=O)N1CCC(c2cc(C(C)C)n[nH]2)CC1	-11
Cc1cccc(C2CC2C(=O)N2CCCC2C2CCCN2C)c1 (stereo not given)	-1
COc1cc2nc(CN3CCN(Cc4ccc(Cl)cc4)CC3)[nH]c(=O)c2cc1OC	12
N#CC(C1=NC2(CCCCC2)Cc2ccccc21)c1ccccc1 (stereo not given)	-4
O=C(c1ccsc1)N1CCN(Cc2ccn(-c3ccccc3)n2)CC1	-12
COCCN(CCOC)C(=O)[C@H]1c2ccccc2C(=O)N(Cc2ccccc2)[C@H]1c1ccc(OC)cc1	2
COc1cccc([C@@H]2C[C@H](NC(C)=O)C[C@H](C3CCCCC3)O2)c1F	-26
CCCc1nnc(NC(=O)CN2CCC(Oc3ncccn3)CC2)s1	-19
Cc1cc(CNc2cccc(CS(=O)(=O)C(C)C)c2)no1	-4
CN(Cc1ccccc1)C1(CNC(=O)c2cscn2)Cc2ccccc2C1	-7
Cc1nc(NC(=O)C2CCN(c3ccc(C#N)cn3)CC2)sc1C	-17
O=C(NCCc1ccccc1)c1ccc(OC2CCN(C(=O)C3CC=CCC3)CC2)cc1 (stereo not given)	-8
Cc1nnsc1C(=O)OCc1cc(-c2ccc3c(c2)OCCO3)on1	-7
COC(=O)c1sc2nc(C)[nH]c(=S)c2c1C	-2
CC(=O)c1ccc(NC(=O)CSc2ccc(-c3sc(-c4cccnc4)nc3C)nn2)cc1	-16
COc1ccc(F)c(CNCc2cccnc2N(C)C2CCCCC2)c1	-6
CS(=O)(=O)N(CC(=O)NC1CC2CCC1C2)c1cccc(Cl)c1Cl (stereo not given)	2
COc1cc(OC)c(C2CC(c3ccc4c(c3)OCO4)Nc3nnnn32)cc1OC (stereo not given)	-8
CCOC(=O)C1(CCc2ccccc2)CCN(C(=O)c2cc3ncccn3n2)CC1	-5
O=C(O)c1ccccc1CNC1CCCCCCC1	-7

The list continues:
SMILES	mcGAS RapidFire
CC(=O)N(C)C1CCN(Cc2nc(-c3cccc(C(F)(F)F)c3)oc2C)C1 (stereo not given)	-17
O=C1NC(Cc2ccc(F)cc2)(C2CCNCC2)C(=O)N1Cc1cncs1 (stereo not given)	-19
O=C(NCc1nc(C(F)(F)F)cs1)c1cc(F)cc2[nH]cnc12	8
CN(C1=CC(=O)CC(C)(C)C1)c1ccccc1	-2
O=C(Cn1cnc(-c2ccccc2)cc1=O)N1CCc2ccccc21	-8
O=C(Nc1ccc(-c2ccn[nH]2)cc1)C1CCCN(Cc2cc3c(cc2Cl)OCO3)C1 (stereo not given)	-3
COc1ccc(C2=C(C)N([O-])C(C)(C)[N+]2=O)cc1	-7
Cc1nc2ccccn2c1C(=O)N(Cc1cccn1C)C1CC1	-9
O=c1[nH]c2ccccc2c(=O)n1CC1CCN(c2ccccc2)C1 (stereo not given)	-9
Cc1ccccc1Cn1c(=O)c2c(nc3oc(C(C)(C)C)cn32)n(C)c1=O	3
CCC(NC(=O)Nc1ccc(-c2csnn2)cc1)c1nccs1 (stereo not given)	-5
CC(=O)N(Cc1cccc(F)c1)Cc1cc(N)ccc1N(C)C	-6
CC(=O)COC(=O)c1ccccc1Sc1nc(Cl)cs1	1
Cc1c(C(=O)O)sc2nc(CN3CCCC3)[nH]c(=O)c12	-9
O=C(c1cc[nH]c(=O)c1)N1CCc2ccc(F)cc21	-4
CCCc1nnc(SCc2ccc(OCCC(C)C)cc2)n1N	-22
N=C1/C(=C/c2ccccc2)C(=O)N=C2SC(c3ccccc3)=NN12	25
O=C(NCC(CCO)c1ccccc1)c1cc(F)c(F)c(F)c1 (stereo not given)	-8
CC(NS(=O)(=O)Cc1ccccc1)c1ccccc1F (stereo not given)	-17
CC#CC(=O)N1CCCC(CCC(=O)NCc2ccc(F)c(F)c2)C1 (stereo not given)	5
Cc1cc(-n2c(C)cc(C(=O)Cn3cnc4sc(C)c(C)c4c3=O)c2C)no1	0
Cc1cc(NC(=O)CSc2nc3ccccc3c(=O)n2C2CCCC(C)C2C)on1 (stereo not given)	-32
CC(C)(NC(=O)C1=NOC(c2ccccc2)C1)c1ccc(F)c(F)c1 (stereo not given)	-5
O=C(CNc1ccccc1N1CCCCC1)Nc1ccc(Br)cc1	9
CS(=O)(=O)c1ccc(-c2c(-c3ccccc3)ncn2CCCO)cc1	-9

Sorted by the number under mcGAS RapidFire (lowest first): some entries from above
SMILES	mcGAS RapidFire
CCCc1nnc(SCc2ccc(OCCC(C)C)cc2)n1N	-22
O=c1[nH]c2ccccc2c(=O)n1CC1CCN(c2ccccc2)C1 (stereo not given)	-9
O=C(NCC(CCO)c1ccccc1)c1cc(F)c(F)c(F)c1 (stereo not given)	-8
O=C(c1cc[nH]c(=O)c1)N1CCc2ccc(F)cc21	-4
CN(C1=CC(=O)CC(C)(C)C1)c1ccccc1	-2
CC(=O)COC(=O)c1ccccc1Sc1nc(Cl)cs1	1
O=C(NCc1nc(C(F)(F)F)cs1)c1cc(F)cc2[nH]cnc12	8

Additional entries follow.
SMILES	mcGAS RapidFire
COC(=O)C1CCCCN1Cc1nc(-c2cc3c(cc2Cl)OCO3)oc1C (stereo not given)	-8&-6
Cc1ccc(-c2nc(C=Nc3cccc(F)c3)c(O)o2)cc1	-9
CCOC(=O)C(C#N)=Cc1cn(CCC#N)nc1-c1ccc(Br)cc1	-6
CC(C)NC(=O)COc1ccc(N(C)S(=O)(=O)c2ccc(Br)cc2)cc1	-9
COC[C@H]1CCCN1C(=O)CC(=O)Nc1cc(C)cc(C)c1	-15
CCN(C(=O)C1CCCO1)c1ccccc1 (stereo not given)	-15
CC1CN=C(N2CCN(C(=O)Nc3nc(C4CC4)cs3)CC2)S1 (stereo not given)	-14
Cc1ccc(Cn2c(C)c(C(=O)NCCC#N)sc2=O)cc1	-5
Cc1cc(S(=O)(=O)N2CCCN(C(N)=O)CC2)ccc1OC(C)C	-14
Cc1ccc(-n2c3c(c(=O)[nH]c2=O)C(NS(=O)(=O)c2ccc(C)cc2)(C(F)(F)F)C(=O)N3)cc1 (stereo not given)	-12
c1ccc(Cc2cc(C3CCN(Cc4cc5n(n4)CCNC5)CC3)n[nH]2)cc1	1
O=C1CCCc2nc(-c3ccc(Cl)cc3)sc21	-9
Cc1ccc(C)c(NC(=O)C(C)N(C)CC(=O)Nc2ccc(Cl)c(Cl)c2)c1 (stereo not given)	7
Cc1ccccc1N1CCN(C2CCCN(C(=O)CCn3cnc4ccccc43)C2)CC1 (stereo not given)	0
O=C(O)C#Cc1ccccc1Cl	-6
CN(Cc1ccc(Cl)s1)Cc1cc2c(cc1O)OCO2	3
COc1ccc([N+](=O)[O-])cc1N/C=C(\C#N)C(=O)NC(=O)Cc1ccccc1	-5
COC(=O)c1ccc(C)c(NC(=O)c2nn(C)c(C)c2Br)c1	-33
Cc1ccsc1C(=O)N1CCC1(C)C(=O)NS(=O)(=O)c1cccc(OC(F)F)c1 (stereo not given)	-5
COc1ccc2cc(C(=O)N(C)Cc3ccc(F)cc3)[nH]c2c1	-4
CC(C)(C)n1nc2c(c1NC(=O)C13CC4CC(CC(C4)C1)C3)CSC2	0
O=C(NS(=O)(=O)Cc1ccccc1)c1sccc1C1CC1	-9
Cc1cc(C)c(S(=O)(=O)N2CCN(c3ccc([N+](=O)[O-])cn3)CC2)c(C)c1	-6
Cc1occc1C(=O)Nc1nnc(C2CCCCC2)s1	-1
O=c1c([N+](=O)[O-])c(N2CCN(Cc3ccc(F)cc3)CC2)c2ccccc2n1-c1ccccc1	-2

Part of the list above, as a markdown table:
| SMILES | mcGAS RapidFire |
| --- | --- |
| O=C(O)C#Cc1ccccc1Cl | -6 |
| CN(Cc1ccc(Cl)s1)Cc1cc2c(cc1O)OCO2 | 3 |
| COc1ccc([N+](=O)[O-])cc1N/C=C(\C#N)C(=O)NC(=O)Cc1ccccc1 | -5 |

The listing picks up, repeating the 4 entries before the break.
SMILES	mcGAS RapidFire
O=C(NS(=O)(=O)Cc1ccccc1)c1sccc1C1CC1	-9
Cc1cc(C)c(S(=O)(=O)N2CCN(c3ccc([N+](=O)[O-])cn3)CC2)c(C)c1	-6
Cc1occc1C(=O)Nc1nnc(C2CCCCC2)s1	-1
O=c1c([N+](=O)[O-])c(N2CCN(Cc3ccc(F)cc3)CC2)c2ccccc2n1-c1ccccc1	-2
O=C1c2nc(Nc3ccncc3)ccc2CN1C1(C(=O)NCc2ccccc2)CC1	6
Cc1cc(C(=O)Nc2cc(Br)ccc2-n2cccn2)on1	-7
Cc1ccc(NC(=O)CCSCc2nc3sc4c(c3c(=O)[nH]2)CCC4)cc1	-6
NC(=O)c1cc[n+](CC2=C(C(=O)O)N3C(=O)C(NC(=O)Cc4cccs4)C3SC2)cc1 (stereo not given)	3&21
CC(=O)c1ccc(N2CCN(Cn3nc(C)n(-c4cccc(C)c4)c3=S)CC2)cc1	0
O=C(NCCCc1nc2ccccc2[nH]1)N1CCc2sccc2C1	6
Cc1ccc(S(=O)(=O)N(C)C)cc1NC(=O)C(C)Sc1nnc(C)n1C (stereo not given)	4
CNc1nc(NCCCN2CCCC2=O)c2sccc2n1	6
CCOC(=O)c1cc(C)cc(Br)c1NC(=O)c1c(F)cccc1F	-10
O=c1c2ccccc2c(C=Nc2ncccn2)c(O)n1-c1ccccn1	-53
C=CCn1nnc(NC(=O)COc2c(C)cc(Cl)cc2Cl)n1	-2
O=C(Nc1ccc(Oc2ccccc2)nc1)C1CCN(C(=O)c2ccco2)CC1	-9&-2
CCOC(=O)N1CCN(C(c2ccc(C)cc2)c2c(O)cc(C)n(CC)c2=O)CC1 (stereo not given)	-6
Cn1cc(NC(=O)CN2CCCC(C(=O)c3ccc4ccccc4c3)C2)cn1 (stereo not given)	-8
c1ccc(-c2ccc(SCCN3CCCCC3)nn2)cc1	-8
Cc1ccccc1-n1ncc(C(C)NC(=O)c2c(C)nc3sccn23)c1C (stereo not given)	-5&-5
O=C(Nc1ccsc1C(=O)O)c1ccc(Br)cc1	44
CN(CC(=O)c1ccc(O)cc1)C(=O)c1nc2ccccc2[nH]1	1
N#CC1(C(=O)NCCOc2ncc(Cl)cc2Cl)CCCC1	-24
CN(CC1COc2ccccc2O1)C(=O)C1CCCN(C(=O)c2ccc(F)cc2)C1 (stereo not given)	0
COc1ccccc1C(=O)Oc1ccc(/C=N\n2c(=O)c(C(C)(C)C)nn3cnnc23)cc1	-6
Cc1nc2ccccn2c(=O)c1NC(=O)Cc1ccccc1	-13
CCCCOc1ccc(NC(=O)Nc2ccc3c(c2)CCC(=O)N3CC)cc1	-10
Cc1c(C(=O)N2CCN(c3ncnc4c3cnn4C)CC2)[nH]c2c1C(=O)CCC2	-1
O=C(Cn1c(=O)oc2ccccc21)Nn1cnc2ccccc2c1=O	-10

Filtered by structure, those above containing a nitro group on carbon
SMILES	mcGAS RapidFire
COc1ccc([N+](=O)[O-])cc1N/C=C(\C#N)C(=O)NC(=O)Cc1ccccc1	-5
Cc1cc(C)c(S(=O)(=O)N2CCN(c3ccc([N+](=O)[O-])cn3)CC2)c(C)c1	-6
O=c1c([N+](=O)[O-])c(N2CCN(Cc3ccc(F)cc3)CC2)c2ccccc2n1-c1ccccc1	-2

Later entries:
SMILES	mcGAS RapidFire
FC(F)Oc1ccc(CNC23CC4CC(CC(C4)C2)C3)cc1	0
CCOn1c(=O)c(=O)n(OCC)c2ccccc21	-5
Cc1cccc(NC(=O)c2cc(S(N)(=O)=O)ccc2F)c1	-7
O=C(NC1CCS(=O)(=O)C1)c1ccc(C2CCCCC2)cc1 (stereo not given)	1
CCOc1ccc2nc(SC(F)F)[nH]c2c1	-2
Cn1nc(C(=O)N2CCCC(Nc3ccc4c(c3)OCCO4)C2)ccc1=O (stereo not given)	-7
